eIF2B yeast act – modulators of yeast eIF2B activity. 27,000 tested, 0.91% active. S. cerevisiae eIF2B-epsilon R284H, GCN4-lacZ luminescence. inhibition, % at 25 µM (by protocol);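 active = mutant luminescence inhibited past about 50% while wild type luminescence and mutant growth stay under set limits, limit read from the data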; also: some compounds called inactive have numbers as strong as hits
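Material – yeast eIF2B-epsilon R284H mutant carrying GCN4–beta-galactosidase fusion · Medium – YPD yeast growth medium · Compound – one concentration, 25 µM, 0.25% DMSO · Times – 16 h at 30 °C exposure · Signal – Beta-Glo luminescence plus absorbance at 595 nm · Read-out – % inhibition of reporter signal and growth versus controls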
Yeast tox – Compounds toxic to wild-type S. cerevisiae growth; A595 turbidity, 16 h; growth inhibition, % at 25 µM (by protocol); 30,000 tested, 0.3% active;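 active = mutant and wild-type yeast strains alike exhibit over 30% growth inhibition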;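 also: 0% = untreated cell controls and 100% = YPD media blanks without cells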
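Schedule: 16 h growth with compound, 30 °C. System: yeast, wild-type or eIF2Bepsilon-R284H mutant. Doses: one dose, 25 µM compound[…]. Buffer or medium: YPD. Signal: turbidity measured as absorbance at 595 nm. Read-out basis: growth inhibition (%) versus cell controls and blanks.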
Yeast tox inhibition % – also measured in Yeast tox; calls as there; growth inhibition, %; S. cerevisiae eIF2Bepsilon-R284H mutant growth, A595 turbidity, 16 h;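 each compound tested once at 25 µM; 0% equals untreated cells and 100% equals cell-free medium blanks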
eIF2B yeast act mutant toxicity – further read-out of eIF2B yeast act, marked with its call; growth inhibition, %; measured here: mutant yeast growth, toxicity;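 each compound tested once at 25 µM; zero equals untreated control growth and 100 equals blank medium absorbance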
Active calls of the source: *; . = not tested or not shown. This is a subset; count on the stated rates, not on these rows.

The opening four records (preview)
SMILES | eIF2B yeast act | eIF2B yeast act mutant toxicity | Yeast tox | Yeast tox inhibition %
CCCN1C2=C(C(=O)CCC2)C(c2ccc(F)cc2)C2=C1c1ccccc1C2=O (stereo unspecified) | . | . | 2 | -13
O=C(CCS(=O)NCc1ccccc1)NCc1ccccc1 (stereo unspecified) | 10 | 15 | 1 | 15
CC(=O)OCCCCON1C(=O)c2ccccc2C1=O | -10 | -9 | 2 | -9
CCCCCOC(=O)C1=C(C)Nc2nnnn2C1c1ccc(OC)c(OC)c1OC (stereo unspecified) | 13 | . | -2 | 0

The whole of this part (from the top)
SMILES | eIF2B yeast act | eIF2B yeast act mutant toxicity | Yeast tox | Yeast tox inhibition %
CCCN1C2=C(C(=O)CCC2)C(c2ccc(F)cc2)C2=C1c1ccccc1C2=O (stereo unspecified) | . | . | 2 | -13
O=C(CCS(=O)NCc1ccccc1)NCc1ccccc1 (stereo unspecified) | 10 | 15 | 1 | 15
CC(=O)OCCCCON1C(=O)c2ccccc2C1=O | -10 | -9 | 2 | -9
CCCCCOC(=O)C1=C(C)Nc2nnnn2C1c1ccc(OC)c(OC)c1OC (stereo unspecified) | 13 | . | -2 | 0
Cc1csc(NC(=O)c2cc(C)oc2C)n1 | 34 | -5 | 37 | -5
COc1ccc(C2N(C(=O)c3ccccc3)CCN2C(=O)c2ccccc2)cc1 | 9 | . | 6 | 0
CCCNC(=O)C(NS(=O)(=O)c1cccc2nsnc12)c1ccccc1 (stereo unspecified) | 15 | 21 | 13 | 21
COC(=O)C1C2C=CC3(CN(c4cccc(C)c4)C(=O)C13)O2 (stereo unspecified) | 11 | 5 | -21 | 5
Cc1ccc(NC(=O)N2CCC(O)(c3ccc(Cl)cc3)CC2)cc1 | -13 | 14 | -3 | 14
CCc1ccc(CNc2ccc3c(c2)ncn3C)cc1 | 22 | 21 | 18 | 21
Cc1ccc(S(=O)(=O)NC(CC(=O)NCc2ccco2)c2ccco2)cc1 (stereo unspecified) | -2 | 15 | -2 | 15
CCN(CC)c1ccc2cc(C(=O)Nc3cccnc3N3CCOCC3)c(=O)oc2c1 | 33 | 37 | -20 | 37
Cc1ccc(CSc2nncn2-c2ccccn2)cc1 | -15 | 8 | 14 | 8
CO/N=C/NC(=O)N1OC[C@@H]2COc3ccc4ccccc4c3[C@@H]21 | 17 | 30 | 23 | 30
Cc1cc(C)cc(NC(=O)CCN2CC(C)OC(C)C2)c1 (stereo unspecified) | 12 | 5 | 8 | 5
O=S(=O)(NCc1ccccn1)c1ccccc1 | . | . | 4 | 3
COc1cc(Cc2cnc(N)nc2N)cc(OC)c1OC | -3 | -3 | 1 | -3
COC(=O)c1ccc(NC(=O)CCN2CCN(c3ccccc3)CC2)cc1 | 25 | -7 | 16 | -7
COc1cccc(/C=N/Nc2nc(N3CCCC3)nc(N3CCCC3)n2)c1O | -2 | -18 | 2 | -18
COC(=O)c1ccccc1N(Cc1ccccc1)S(C)(=O)=O | 15 | -6 | 12 | -6
Cc1cccc(NC(=O)Cc2ccc(F)cc2)c1 | -4 | 11 | 13 | 11
CCOc1ccccc1NC(=O)CSc1nnc(CNC(=O)COc2ccc(Cl)cc2)o1 | 7 | 3 | 6 | 3
CCCOc1ccccc1Nc1nnc(C)c(=O)[nH]1 | 26 | 6 | 11 | 6
CC(C)(C)NC(=O)CSc1nnc(-c2ccncc2)n1Cc1ccccc1 | 21 | 14 | 18 | 14
O=C(Nc1ccc(Cl)cn1)c1cccc(F)c1 | 9 | 4 | 7 | 4
More compounds:
SMILES | eIF2B yeast act | eIF2B yeast act mutant toxicity | Yeast tox | Yeast tox inhibition %
COC(=O)Cc1c(C)nc2nc(NCc3cccc([N+](=O)[O-])c3)[nH]n2c1=O | 10 | 4 | 4 | 4
Clc1ccc2c(c1)C1=C(C(c3ccncc3)O2)C(c2ccc(Br)cc2)n2ncnc2N1 (stereo unspecified) | 17 | -16 | 33 | -16
COC(=O)c1cnn2c3c(c(C)nc12)CCCC3 | 12 | . | 20 | 0
COc1ccc(-c2cc(-c3ccccc3O)[nH]n2)cc1 | 36 | 9 | -31 | 9
Cn1c(C(=O)NCCCN2CCN(c3ccccc3F)CC2)cc2c(=O)[nH]c3ccccc3c21 | 36 | . | -11 | 0
CCCCC(=O)Nc1ccc(N2CCN(S(C)(=O)=O)CC2)cc1 | 62* | . | 3 | 7
CCOC(=O)N1CCC(NC(=O)c2cc(S(=O)(=O)N3CCCC3)cn2C)CC1 | 7 | -17 | -2 | -17
COc1ccc(C)cc1-n1nnnc1SCC(=O)N1CCC(C(=O)Nc2nccs2)CC1 | 29 | -3 | 7 | -3
CCOC(=O)Nc1cc(OC)c(OC)cc1Cc1nccc2cc(OC)c(OC)cc12 | . | . | -8 | 0
O=C(c1ccccc1-c1nc(-c2ccccc2)no1)N1CCOCC1 | 21 | -9 | -12 | -9
COCCN1C(=O)c2ccccc2C(C(=O)N2CCN(c3ccccc3)CC2)C1c1ccc(F)cc1 (stereo unspecified) | 12 | 14 | -21 | 14
COc1ccc(-c2nc(C#N)c(NCc3ccccc3Cl)o2)cc1 | -11 | -40 | -41 | -40
CCOc1ccc(C(=O)/C=C/c2cn(CN3CCN(C)CC3)c3ccccc23)cc1 | 0 | 6 | 15 | 6
CNCCCC1Sc2ccccc2Oc2ccccc21 (stereo unspecified) | 0 | . | -6 | 0
CCc1ccc(-c2nn(Cc3ccccc3)cc2/C=C/C(=O)O)cc1 | -2 | -10 | 3 | -10
CCCOc1ccc(-c2cnc(SCC(N)=O)nc2N)cc1 | 15 | . | 0 | 0
CCNS(=O)(=O)c1cc(S(C)(=O)=O)ccc1Cl | . | . | 13 | -13
CCN(CC)CCCOC(=O)C1(c2ccccc2)CCCC1 | . | . | 7 | 10
C=CCn1c(SCCOc2ccc(OC)cc2)nnc1C(NC(=O)c1ccc(OC)cc1)C(C)C (stereo unspecified) | 21 | -10 | -5 | -10
Cc1nc(-c2cccc(S(=O)(=O)N3CCCC(C)C3)c2)cs1 (stereo unspecified) | 32 | -5 | -10 | -5
CCOC(=O)c1ccc(NC(=O)CN(Cc2ccc(Cl)cc2)S(C)(=O)=O)cc1 | . | . | 10 | 3
CN/S(=N/S(=O)(=O)c1ccccc1)c1ccc(C)cc1 (stereo unspecified) | -3 | -18 | -8 | -18
O=C(NC12CC3CC(CC(C3)C1)C2)N1CCN(C(=O)C2CCCO2)CC1 (stereo unspecified) | 3 | 10 | 13 | 10
CC(C)Nc1nc(N(c2ccccc2)c2ccccc2)nc(-n2ccnc2)n1 | -8 | -17 | -30 | -17
COc1ccc(C(=O)CC2OC(=O)c3c2ccc(OC)c3OC)cc1 (stereo unspecified) | . | . | 27 | 12

An excerpt of these results, with values under each structure.
Under each structure: eIF2B yeast act | eIF2B yeast act mutant toxicity | Yeast tox | Yeast tox inhibition %
COC(=O)Cc1c(C)nc2nc(NCc3cccc([N+](=O)[O-])c3)[nH]n2c1=O
 : 10 | 4 | 4 | 4
Clc1ccc2c(c1)C1=C(C(c3ccncc3)O2)C(c2ccc(Br)cc2)n2ncnc2N1 (stereo unspecified)
 : 17 | -16 | 33 | -16
COC(=O)c1cnn2c3c(c(C)nc12)CCCC3
 : 12 | . | 20 | 0
COc1ccc(-c2cc(-c3ccccc3O)[nH]n2)cc1
 : 36 | 9 | -31 | 9
Cn1c(C(=O)NCCCN2CCN(c3ccccc3F)CC2)cc2c(=O)[nH]c3ccccc3c21
 : 36 | . | -11 | 0
CCCCC(=O)Nc1ccc(N2CCN(S(C)(=O)=O)CC2)cc1
 : 62* | . | 3 | 7
CCOC(=O)N1CCC(NC(=O)c2cc(S(=O)(=O)N3CCCC3)cn2C)CC1
 : 7 | -17 | -2 | -17
COc1ccc(C)cc1-n1nnnc1SCC(=O)N1CCC(C(=O)Nc2nccs2)CC1
 : 29 | -3 | 7 | -3
CCOC(=O)Nc1cc(OC)c(OC)cc1Cc1nccc2cc(OC)c(OC)cc12
 : . | . | -8 | 0
O=C(c1ccccc1-c1nc(-c2ccccc2)no1)N1CCOCC1
 : 21 | -9 | -12 | -9
COCCN1C(=O)c2ccccc2C(C(=O)N2CCN(c3ccccc3)CC2)C1c1ccc(F)cc1 (stereo unspecified)
 : 12 | 14 | -21 | 14
COc1ccc(-c2nc(C#N)c(NCc3ccccc3Cl)o2)cc1
 : -11 | -40 | -41 | -40
CCOc1ccc(C(=O)/C=C/c2cn(CN3CCN(C)CC3)c3ccccc23)cc1
 : 0 | 6 | 15 | 6
CNCCCC1Sc2ccccc2Oc2ccccc21 (stereo unspecified)
 : 0 | . | -6 | 0
CCc1ccc(-c2nn(Cc3ccccc3)cc2/C=C/C(=O)O)cc1
 : -2 | -10 | 3 | -10
CCCOc1ccc(-c2cnc(SCC(N)=O)nc2N)cc1
 : 15 | . | 0 | 0
CCNS(=O)(=O)c1cc(S(C)(=O)=O)ccc1Cl
 : . | . | 13 | -13
CCN(CC)CCCOC(=O)C1(c2ccccc2)CCCC1
 : . | . | 7 | 10
C=CCn1c(SCCOc2ccc(OC)cc2)nnc1C(NC(=O)c1ccc(OC)cc1)C(C)C (stereo unspecified)
 : 21 | -10 | -5 | -10
Cc1nc(-c2cccc(S(=O)(=O)N3CCCC(C)C3)c2)cs1 (stereo unspecified)
 : 32 | -5 | -10 | -5
CCOC(=O)c1ccc(NC(=O)CN(Cc2ccc(Cl)cc2)S(C)(=O)=O)cc1
 : . | . | 10 | 3
CN/S(=N/S(=O)(=O)c1ccccc1)c1ccc(C)cc1 (stereo unspecified)
 : -3 | -18 | -8 | -18
O=C(NC12CC3CC(CC(C3)C1)C2)N1CCN(C(=O)C2CCCO2)CC1 (stereo unspecified)
 : 3 | 10 | 13 | 10
CC(C)Nc1nc(N(c2ccccc2)c2ccccc2)nc(-n2ccnc2)n1
 : -8 | -17 | -30 | -17
COc1ccc(C(=O)CC2OC(=O)c3c2ccc(OC)c3OC)cc1 (stereo unspecified)
 : . | . | 27 | 12

(listing goes on)
SMILES | eIF2B yeast act | eIF2B yeast act mutant toxicity | Yeast tox | Yeast tox inhibition %
CC(=O)N=c1sc2ccccc2n1C | 5 | . | . | .
CCC(C(=O)Nc1ccccc1C(=O)N1CCOCC1)N1C(=O)c2ccccc2C1=O (stereo unspecified) | 21 | 16 | 8 | 16
O=C1CC(N2CCCN(C3CC(=O)N(c4ccc(F)cc4)C3=O)CC2)C(=O)N1c1ccc(F)cc1 (stereo unspecified) | -8 | 19 | 10 | 19
COc1ccc(C)cc1S(=O)(=O)N1CCN(c2cccc(C(F)(F)F)c2)CC1 | 6 | -5 | -1 | -5
Cc1ccc(-c2nc3sc4c(c3c(=O)n2N)CC(C)(C)OC4)cc1 | . | . | -5 | 8
CCOC(=O)c1sc(=S)n2c1[nH]c(=O)c1ccc(C(=O)OC)cc12 | 20 | 13 | 8 | 13
O=C(COC(=O)Cc1cn2ccsc2n1)NC12CC3CC(CC(C3)C1)C2 | 23 | -14 | 5 | -14
CCc1cc2c(=O)c(-c3ccon3)c(N)oc2cc1OC | 21 | 20 | 9 | 20
O=C(CSc1nnnn1-c1cccc2ccccc12)N1CCOCC1 | 15 | -21 | -11 | -21
CCN(CC)S(=O)(=O)c1c(Br)cc(C)cc1Br | . | . | 11 | 13
COc1ccc(OCC(=O)Nc2ccccc2OC(F)F)cc1 | 14 | 14 | 14 | 14
CCNCCNC(=O)c1c(O)c2cccc3c2n(c1=O)CCC3 | 27 | 4 | 10 | 4
Cc1cc(C)nc(N2CCCC(C(=O)Nc3ccc4c(c3)OCO4)C2)n1 (stereo unspecified) | 19 | . | . | .
CC1(C)Cc2c(C#N)c(SCc3ccccc3)nc(N3CCOCC3)c2CO1 | 18 | 8 | -18 | 8
COc1ccc(OC)c(C2=NOC(C(=O)NCc3ccco3)C2)c1 (stereo unspecified) | . | . | 11 | 16
CCCc1cc(Nc2c(C)n(C)n(-c3ccccc3)c2=O)n2c(nc3ccccc32)c1C#N | -3 | -5 | 2 | -5
COc1ccc(NC2CC(=O)N(C)C2=O)cc1 (stereo unspecified) | 23 | -7 | 7 | -7
Cc1nc(C)c2c(=O)cc(-c3ccccc3)[nH]c2n1 | -13 | . | . | .
CC(=O)NC1C(=O)N(CC(C)C)c2ccccc21 (stereo unspecified) | . | . | 9 | 17
Cc1ccccc1CN(c1ccc(C(=O)Nc2cccnc2)cc1)S(C)(=O)=O | -44 | 14 | 15 | 14
O=[N+]([O-])c1cc(S(=O)(=O)Nc2ccccc2)ccc1-n1nnc2ccccc21 | 14 | -10 | 2 | -10
Cc1nnc(SCC(=O)NCc2ccco2)n1-c1ccc(F)cc1 | 26 | -6 | 1 | -6
COC(=O)c1ccc(COc2ccc(-c3nn[nH]n3)cc2)cc1 | -2 | -10 | -30 | -10
CC1=C(C(N)=O)C(c2ccc(C)o2)C(C(N)=O)=C(C)N1 | 8 | 5 | -12 | 5
CCSc1nnc(CCNC(=O)OC(C)(C)C)o1 | 25 | 8 | -2 | 8
CCCCN(CCCC)S(=O)(=O)c1ccc(NC(=O)CN2CCOCC2)cc1 | 19 | 8 | -8 | 8
COc1cc2c(cc1NC(=O)CSc1nnc(Cc3cccs3)n1Cc1ccco1)oc1ccccc12 | . | . | 16 | 10
CCOCCCNC(=O)c1ccc(N(C)S(=O)(=O)c2ccc(OC)cc2)cc1 | 3 | 8 | 23 | 8
CCCS(=O)(=O)c1c(S(=O)(=O)CCC)c2c(C)cccn2c1C(N)=O | 45 | 9 | 33 | 9

Screens deposited in PubChem by PCMD.
